Screens: PubChem, several laboratories
CHRM4 antagonist: human M4 muscarinic receptor antagonists, primary screen, CHO cells, Fluo-8 calcium fluorescence. CHO-hM4 cells, ACh EC80. inhibition, % at 3 µM. 360,000 compounds, 0.73% hits. Muscarinic acetylcholine receptor M4 (Homo sapiens), P08173;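 active = inhibition above its plate's cutoff, the mean inhibition of sample wells plus 3 SD, cut at about 27% in these data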;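 note: 0% = acetylcholine EC80 with DMSO and 100% = DMSO without agonist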
Target sequence (P08173 whole entry, looked up): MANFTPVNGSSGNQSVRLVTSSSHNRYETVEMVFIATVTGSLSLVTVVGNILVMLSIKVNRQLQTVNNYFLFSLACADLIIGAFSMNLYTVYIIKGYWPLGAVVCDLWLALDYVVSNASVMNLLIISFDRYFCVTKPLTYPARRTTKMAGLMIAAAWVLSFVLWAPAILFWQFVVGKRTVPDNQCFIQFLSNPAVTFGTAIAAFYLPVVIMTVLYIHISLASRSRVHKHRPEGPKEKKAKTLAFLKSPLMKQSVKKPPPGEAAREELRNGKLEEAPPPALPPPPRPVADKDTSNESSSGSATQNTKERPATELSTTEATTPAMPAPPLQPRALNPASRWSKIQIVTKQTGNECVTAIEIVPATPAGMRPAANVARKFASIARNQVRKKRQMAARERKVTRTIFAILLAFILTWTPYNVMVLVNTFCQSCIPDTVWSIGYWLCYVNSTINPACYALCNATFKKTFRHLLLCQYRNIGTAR
CRFR2-BP ag: agonists of CRF-BP/CRF-R2 complex, primary screen, cell-based, HEK293, calcium dye fluorescence, uHTS. CRF-binding protein / CRF receptor 2 complex (human). 350,000 compounds, 0.46% hits. AID 588473, 2011. activation, % at 13.2 µM. calcium dye fluorescence (FLIPR); percent of saturating CRF peptide response;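 active = activation of at least 50%, plus an integration ratio under a set limit after plate pattern correction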;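 note: plate controls were neutral control wells without compound for no effect and CRF at EC100 for full effect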
M5 antag: human M5 muscarinic receptor antagonists, primary screen, CHO cells, Fluo-8 calcium fluorescence; CHO-hM5 cells, ACh EC80; inhibition, % at 3 µM; 360,000 compounds, 0.59% hits; AID 624040, 2012;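 active = inhibition above a per-plate cutoff, the mean of that plate's test compounds plus 3 SD, cut at about 27% in these data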;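 note: 0% = acetylcholine EC80 with DMSO and 100% = DMSO without agonist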
CRFR2-BP antag: antagonists of CRF-BP/CRF-R2 complex, primary screen, cell-based, HEK293, calcium dye fluorescence, uHTS. CRF-induced calcium fluorescence. inhibition, % at 11.8 µM. 350,000 compounds, 0.59% hits. AID 588475, 2011;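 active = inhibition of the ligand-induced calcium signal above about 50% at the single tested concentration, limit read from the data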
CHRM4 PAM: human M4 muscarinic receptor positive allosteric modulators, primary screen, CHO-K1 cells, Fluo-8 calcium fluorescence | CHO-K1 hM4/Gqi5, ACh EC20; 0% = ACh EC20, 100% = maximal ACh | activation, % at 3 µM | 360,000 compounds, 0.4% hits;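 active = activation above its plate's cutoff, the mean activation of sample wells plus 3 SD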; note: some results filed as inactive read as strong as hits
M5 ag: human M5 muscarinic receptor agonists, primary screen, CHO-K1 cells, Fluo-8 calcium fluorescence; activation, % at 3 µM; 360,000 compounds, 0.19% hits; Muscarinic acetylcholine receptor M5 (Homo sapiens), P08912; CHO-K1 hM5 cells; 0% DMSO wells, 100% maximal acetylcholine response; AID 624037, 2012;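 active = activation above the run's mean over test compounds plus 3 SD, cut at about 23% in these data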;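 note: signal is peak over basal fluorescence ratio across the kinetic read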
CHRM4 agonist: human M4 muscarinic receptor agonists, primary screen, CHO-K1 cells, Fluo-8 calcium fluorescence. CHO-K1 hM4/Gqi5; vehicle 0%, full acetylcholine response 100%. 360,000 compounds, 0.14% hits. activation, % at 3 µM;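 active = activation above the run mean over all test wells plus 3 SD, cut at about 32% in these data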;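 note: peak over basal fluorescence ratio per well then scaled between controls; 0% = DMSO wells and 100% = acetylcholine at EC100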
M5 PAM: human M5 muscarinic receptor positive allosteric modulators, primary screen, CHO-K1 cells, Fluo-8 calcium fluorescence | AID 624038, 2012 | CHO-K1 hM5, ACh EC20 PAM; 0% = ACh EC20, 100% = ACh EC100 | 360,000 compounds, 0.3% hits | activation, % at 3 µM;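 active = activation above the run cutoff, the mean activation of all test compounds plus 3 SD, cut at about 18% in these data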
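Assay system – human M5 receptor in CHO-K1 cells · Read-out – % activation, ACh-normalized · Technique – Fluo-8 calcium fluorescence · Dosing – single-point, 3 µM nominal · Incubation – Fluo-8 loading 80 min at 37 °C plus 30 min room temperature · Repeats – singlicate, one well per test compound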
CHRM1 PAM: human M1 muscarinic receptor positive allosteric modulators, primary screen, CHO-K1 cells, Fluo-8 calcium fluorescence, 1536-well; Muscarinic acetylcholine receptor M1 (Homo sapiens), P11229; CHO-K1 hM1, ACh EC20; 0% = ACh EC20, 100% = maximal ACh; activation, % at 3 µM; 360,000 compounds, 0.088% hits; in the data active = activation above about 19%, passing the limit was not always enough
Target sequence (P11229 whole entry, looked up): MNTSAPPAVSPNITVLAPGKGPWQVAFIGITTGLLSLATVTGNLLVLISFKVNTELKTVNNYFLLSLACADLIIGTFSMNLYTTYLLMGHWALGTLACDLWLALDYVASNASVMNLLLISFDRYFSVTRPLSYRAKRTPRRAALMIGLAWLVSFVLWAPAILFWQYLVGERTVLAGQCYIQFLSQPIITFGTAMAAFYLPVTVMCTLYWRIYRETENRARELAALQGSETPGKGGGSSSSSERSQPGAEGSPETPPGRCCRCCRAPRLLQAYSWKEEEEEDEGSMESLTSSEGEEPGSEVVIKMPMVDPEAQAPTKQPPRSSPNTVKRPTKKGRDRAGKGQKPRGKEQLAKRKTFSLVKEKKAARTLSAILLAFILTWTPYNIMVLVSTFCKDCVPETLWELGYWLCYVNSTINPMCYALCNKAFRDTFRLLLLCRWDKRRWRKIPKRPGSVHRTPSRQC
Starred values were filed as active, the others as inactive; nt = no result given.

SMILES | CHRM4 antagonist | CRFR2-BP ag | M5 antag | CRFR2-BP antag | CHRM4 PAM | M5 ag | CHRM4 agonist | M5 PAM | CHRM1 PAM
Cc1ccc2c(c1)c(=O)c1c3n2CCN(C(=O)CCl)C3CC1 (stereo unspecified) | 9 | 3.0 | 5 | 5 | -1 | -4 | 0 | 0 | -6
O=c1[nH]c2cccc(Cl)c2n(CCNc2ncc(C(F)(F)F)cc2Cl)c1=O | -9 | 0.0 | -12 | 1 | 12 | -4 | -2 | 9 | 9
O=C(CNC(=O)c1ccc(OC(F)F)cc1)NCc1ccccn1 | 1 | 0.8 | 3 | 12 | -4 | 2 | -1 | -2 | 1
COc1cc(C#Cc2c(-c3ccccc3OC)oc3ccccc23)cc(OC)c1 | 15 | 2.7 | 4 | -6 | 0 | 3 | 2 | 5 | -1
CCOc1ccccc1CNC(=O)C1CCN(c2nn3c(=O)cc(C)nc3s2)CC1 | 6 | 4.5 | -5 | 23 | -1 | -6 | 0 | 5 | 6
COc1ccc(C(C(=O)NC2CCCCC2)N(C(=O)c2sc(C)nc2C)c2ccc(OC)cc2)cc1 (stereo unspecified) | 3 | -1.9 | 0 | 64* | 9 | 1 | 1 | -5 | 5
S=C(Nc1ccc(Cl)c(Cl)c1)N1CCN(c2ccccn2)CC1 | -8 | -0.1 | -6 | 15 | 2 | 4 | 2 | 10 | 3
CCn1c(SCC(=O)Nc2nc3ccccc3s2)nnc1-c1ccc(Br)cc1 | -7 | 2.0 | -1 | -20 | 9 | 1 | 1 | -3 | 12
CC1CCc2c(sc(NC(=O)C3c4ccccc4Oc4ccccc43)c2C(N)=O)C1 (stereo unspecified) | 0 | -0.8 | -5 | -30 | -2 | 1 | 1 | -4 | -4
COc1ccc(NC(=O)/C(C#N)=C/c2c(C)nn(-c3ccc(F)cc3)c2Cl)cc1OC | 0 | 0.1 | -4 | -81 | -3 | -1 | 3 | -6 | 4
COc1ccc2cc(-c3nc4ccccc4n3C)c(=O)oc2c1 | 2 | -0.1 | 10 | -15 | -1 | 2 | 15 | -10 | 1
COc1cccc(C(N)=O)c1 | -19 | 0.5 | 3 | 0 | 6 | 4 | 3 | 1 | 11
CCCCCn1c(SCCc2ccccc2)nc2c1c(=O)[nH]c(=O)n2C | 0 | -0.8 | -7 | -31 | 3 | 0 | 0 | -1 | -9
CC(C)OCCCNC(=O)c1cc(S(=O)(=O)N2CCCCC2)c[nH]1 | -8 | 2.4 | -1 | 17 | -4 | 2 | 1 | 1 | 3
Cc1ccc(C(C)C)c(OCC(=O)NS(=O)(=O)c2ccc(Cl)cc2)c1 | -18 | 0.4 | -1 | 10 | 6 | -4 | 1 | 5 | 5
CCNC(=O)C1CCCN1S(=O)(=O)c1ccc(OC)cc1 (stereo unspecified) | 0 | -1.4 | 6 | 0 | 1 | -6 | 1 | -5 | 9
COc1ccc(C(=O)NC2CCCCCC2)cc1S(=O)(=O)Nc1ccc(Br)cc1 | -10 | 3.3 | 2 | -15 | 11 | -4 | 1 | -2 | 12
CCOC(=O)C1CCN(Cc2cc(=O)n3c(-c4ccccc4)csc3n2)CC1 | -2 | -1.1 | 3 | 0 | 2 | 1 | 0 | 10 | 3
O=C(NC1CCCN(c2ccc(C(F)(F)F)cn2)C1)c1ccncc1 (stereo unspecified) | -1 | -0.2 | 5 | -10 | -5 | -4 | 2 | -5 | 11
CN(C)c1ccc(N=Nc2cccc(F)c2)cc1 | 7 | -0.3 | 2 | 13 | -5 | -2 | 1 | 7 | 20
O=C(c1ccoc1)N1CCCC(CO)(CCCc2ccccc2)C1 (stereo unspecified) | 0 | -1.7 | -2 | -10 | 4 | -3 | 2 | 3 | 2
Cc1ccc[n+](CC(=O)Nc2cc(C(F)(F)F)ccc2N2CCOCC2)c1 | -9 | 0.3 | 13 | -9 | 1 | -10 | 6 | -2 | 7
Cc1cccc(NC(=O)Cn2cnc3sc(C)c(S(=O)(=O)N4CCC(C)CC4)c3c2=O)n1 | 0 | -0.1 | 5 | 7 | 9 | -2 | -1 | 6 | 6
O=C(OCCN1C(=O)c2ccccc2C1=O)c1cc(S(=O)(=O)N2CCOCC2)ccc1F | -5 | 1.9 | -1 | -21 | -1 | 0 | 5 | -6 | 1
Nc1cccc2[nH]c(C(F)(F)F)nc12 | -7 | -0.3 | 1 | 7 | 3 | 0 | 0 | 0 | 0

An excerpt from above, limited to CHRM4 PAM.
SMILES	CHRM4 PAM
O=C(OCCN1C(=O)c2ccccc2C1=O)c1cc(S(=O)(=O)N2CCOCC2)ccc1F	-1
Cc1ccc2c(c1)c(=O)c1c3n2CCN(C(=O)CCl)C3CC1 (stereo unspecified)	-1

Other entries:
SMILES | CHRM4 antagonist | CRFR2-BP ag | M5 antag | CRFR2-BP antag | CHRM4 PAM | M5 ag | CHRM4 agonist | M5 PAM | CHRM1 PAM
CC1=C(c2ccccc2)C(=S)NC(C)(C)C1 | 11 | -0.8 | 10 | -4 | -23 | 3 | 16 | -17 | -4
C/C(=N\NC(=O)CNc1ccccc1)c1ccccc1 | -10 | 0.0 | 6 | -13 | -2 | 2 | 1 | -1 | 4
CCCSc1cc(N2CCOCC2)nc(-c2ccccc2Cl)n1 | -1 | 4.1 | -6 | -4 | -5 | -6 | -2 | 6 | -1
NS(=O)(=O)c1ccc(NC(=O)/C=C/c2ccc(S(=O)(=O)NCc3ccco3)cc2)cc1 | 2 | 1.5 | 10 | 25 | -6 | 0 | 0 | 2 | 11
CCN(Cc1ccccc1)C(=O)c1cc(-c2ccc(OC)c(OC)c2)nc2ccccc12 | -3 | 0.2 | 0 | -1 | -10 | -4 | 13 | -11 | -12
COc1ccc(-c2cc3nc(NCCCN(C)C)n(C)c(=O)c3s2)c(C)c1 | -8 | nt | 3 | nt | 5 | -3 | 1 | 0 | 11
COc1cccc(-n2nnc3c(=O)n(CC(=O)NCC4CCCO4)cnc32)c1 (stereo unspecified) | -2 | -1.5 | 0 | -29 | 6 | -1 | 1 | -2 | 0
CCCCCCNC(=O)C(=O)NCCc1ccc(Cl)cc1 | 5 | -1.2 | -8 | -3 | 6 | -1 | 0 | 2 | 11
O=C1NC[C@H](Cc2ccc(O)cc2)N(C[C@@H]2CCCN2C[C@H](Cc2ccccc2)N2C[C@H](Cc3ccccc3)N(CC3CCCCCC3)C(=O)C2=O)C1=O | -6 | nt | -3 | nt | -3 | 0 | 0 | 0 | nt
CCOC(=O)c1c(C)[nH]c(NC(=O)N2CCOCC2)c1C | 6 | 0.6 | -2 | 10 | -7 | 2 | 1 | 1 | 0
Cc1ccc(NC(=O)CCNS(=O)(=O)c2ccc3[nH]c(=O)oc3c2)c(C)c1 | 0 | -0.7 | 2 | -3 | -1 | -5 | 0 | -2 | 4
COCCCn1c(SCC(=O)c2c(N)n(C3CC3)c(=O)[nH]c2=O)nnc1-c1ccccc1Cl | -1 | -0.9 | 0 | -20 | 0 | 1 | 1 | 0 | -1
CC(NC(N)=O)C(=O)Nc1ccc(Cl)c(S(=O)(=O)Nc2ccc(Br)cc2)c1 (stereo unspecified) | -7 | -0.2 | 8 | -14 | 0 | 2 | 7 | 2 | 3
CC1(C)CC(N2CCCC2)=CC(=[N+]2CCCCC2)C1 | 11 | 1.4 | -3 | -2 | -12 | -11 | 0 | -5 | -3
O=C(c1cc(COc2cccc(C(F)(F)F)c2)on1)N1C[C@@H]2CCC[C@H]1C2 | -11 | -0.4 | 13 | 13 | -4 | -1 | 11 | -11 | -4
Cc1ccc(NC(=O)CSc2nc(N)cc(=O)[nH]2)cc1S(=O)(=O)N1CCCCCC1 | -12 | 4.8 | 12 | 6 | 7 | 5 | 1 | 10 | 12
O=C(NCCCCCCNC(=O)OC1CCS(=O)(=O)C1)OC1CCS(=O)(=O)C1 (stereo unspecified) | 4 | -0.7 | -6 | 10 | 3 | -3 | 0 | -1 | 7
Cc1ccc(N2C(=O)CC(Sc3ncccc3C(=O)O)C2=O)cc1 (stereo unspecified) | -5 | -1.7 | -6 | 2 | 1 | -4 | 1 | -1 | 14
CCN1C(=O)/C(=C\c2ccco2)C(C(=O)OC)=C1C | 6 | -1.5 | -3 | 0 | -5 | -1 | 0 | 0 | 8
O=C(c1ccc(Cl)nc1)N1CCC(Cc2ccccc2)CC1 | 7 | -0.3 | 7 | 4 | -5 | -1 | 2 | 0 | -7
Oc1c(Br)cc(Br)cc1/C=N/n1c(-c2ccccc2)n[nH]c1=S | 1 | 14 | -4 | 4 | 2 | 2 | 1 | 8 | 1
COc1ccc(NC(=O)c2ccco2)cc1S(=O)(=O)N1CCOCC1 | -3 | -0.7 | -1 | -28 | -1 | -2 | 1 | -7 | 2
Cc1ccc2nc(-c3ccc(SCC(=O)N4CCc5ccccc54)nc3)[nH]c2c1 | -15 | -1.3 | 9 | 9 | -3 | -4 | 7 | -10 | -8
Cc1cccc(NC(=O)C2CCN(S(=O)(=O)c3cccs3)CC2)c1 | 3 | -3.7 | -3 | -23 | -5 | 0 | 3 | -6 | -1
O=C(Nc1ccccc1Cl)NC1CCCCCCC1 | 11 | 1.1 | 24 | -4 | -9 | -3 | -1 | -11 | -4

3 entries out of the list above, arranged by the number in CRFR2-BP ag, lowest first:
mol | CRFR2-BP ag
O=C(CNC(=O)c1ccc(OC(F)F)cc1)NCc1ccccn1 | 0.8
CC(C)OCCCNC(=O)c1cc(S(=O)(=O)N2CCCCC2)c[nH]1 | 2.4
Cc1ccc2c(c1)c(=O)c1c3n2CCN(C(=O)CCl)C3CC1 (stereo unspecified) | 3.0

Following part.
SMILES | CHRM4 antagonist | CRFR2-BP ag | M5 antag | CRFR2-BP antag | CHRM4 PAM | M5 ag | CHRM4 agonist | M5 PAM | CHRM1 PAM
CN(CCOc1ccccc1)CC(=O)Nc1ccc([N+](=O)[O-])cc1Cl | 0 | 5.1 | 16 | -5 | -11 | -10 | 1 | -13 | -10
Cn1cc(/C=C2\SC(=S)N(N3CCOCC3)C2=O)c2ccccc21 | -1 | 3.4 | 4 | -16 | 8 | 2 | 1 | 5 | 22
CCCOC(=O)Nc1sc2c(c1C(=O)OCC)CCC2 | 3 | -0.4 | 1 | -26 | -6 | 2 | 1 | -4 | 9
Cc1c(C(=O)N2CCN(c3ccc(F)cc3)CC2)sc2nc(-c3ccccc3)cn12 | 23 | -0.9 | 5 | 5 | -4 | -1 | 2 | 13 | 8
COc1ccc(CN2C(=O)C(CC(=O)NCC3CCCCC3)CC(C(=O)N3CCOCC3)=C2C)cc1 (stereo unspecified) | -5 | 0.0 | -11 | 2 | 2 | -1 | 1 | 8 | -2
Cc1ccc(CC2C(=O)N(c3cc(C)ccc3C)C(=O)C2C)cc1 (stereo unspecified) | 0 | -0.7 | 5 | 10 | 4 | -1 | 3 | -3 | 5
CC(=O)Nc1nonc1-n1nnc(C(=O)NCc2ccccc2)c1C | -2 | -0.9 | -9 | 32 | 4 | 2 | 1 | -1 | 13
